KDM5B inh = blocks human KDM5B histone demethylase activity; Q9UGL1; Potency, µM (highest dose often 57.7 µM), for inactives: at the top dose activity change, negative = inhibition, usual class: inhibitors; KDM5B demethylase, FDH-coupled NADH fluorescence (FDH is formaldehyde dehydrogenase); 2.6% of 220,000 active; active means well fitted inhibition curve with a large enough effect; inconclusive means small, poorly fitted or top-dose-only effect; inactive means no such curve, though single readings can be large or run the other way; further: 0% is about no effect; nearly all actives have a fitted effect of over 70% in size
Target sequence (Q9UGL1 whole entry, looked up): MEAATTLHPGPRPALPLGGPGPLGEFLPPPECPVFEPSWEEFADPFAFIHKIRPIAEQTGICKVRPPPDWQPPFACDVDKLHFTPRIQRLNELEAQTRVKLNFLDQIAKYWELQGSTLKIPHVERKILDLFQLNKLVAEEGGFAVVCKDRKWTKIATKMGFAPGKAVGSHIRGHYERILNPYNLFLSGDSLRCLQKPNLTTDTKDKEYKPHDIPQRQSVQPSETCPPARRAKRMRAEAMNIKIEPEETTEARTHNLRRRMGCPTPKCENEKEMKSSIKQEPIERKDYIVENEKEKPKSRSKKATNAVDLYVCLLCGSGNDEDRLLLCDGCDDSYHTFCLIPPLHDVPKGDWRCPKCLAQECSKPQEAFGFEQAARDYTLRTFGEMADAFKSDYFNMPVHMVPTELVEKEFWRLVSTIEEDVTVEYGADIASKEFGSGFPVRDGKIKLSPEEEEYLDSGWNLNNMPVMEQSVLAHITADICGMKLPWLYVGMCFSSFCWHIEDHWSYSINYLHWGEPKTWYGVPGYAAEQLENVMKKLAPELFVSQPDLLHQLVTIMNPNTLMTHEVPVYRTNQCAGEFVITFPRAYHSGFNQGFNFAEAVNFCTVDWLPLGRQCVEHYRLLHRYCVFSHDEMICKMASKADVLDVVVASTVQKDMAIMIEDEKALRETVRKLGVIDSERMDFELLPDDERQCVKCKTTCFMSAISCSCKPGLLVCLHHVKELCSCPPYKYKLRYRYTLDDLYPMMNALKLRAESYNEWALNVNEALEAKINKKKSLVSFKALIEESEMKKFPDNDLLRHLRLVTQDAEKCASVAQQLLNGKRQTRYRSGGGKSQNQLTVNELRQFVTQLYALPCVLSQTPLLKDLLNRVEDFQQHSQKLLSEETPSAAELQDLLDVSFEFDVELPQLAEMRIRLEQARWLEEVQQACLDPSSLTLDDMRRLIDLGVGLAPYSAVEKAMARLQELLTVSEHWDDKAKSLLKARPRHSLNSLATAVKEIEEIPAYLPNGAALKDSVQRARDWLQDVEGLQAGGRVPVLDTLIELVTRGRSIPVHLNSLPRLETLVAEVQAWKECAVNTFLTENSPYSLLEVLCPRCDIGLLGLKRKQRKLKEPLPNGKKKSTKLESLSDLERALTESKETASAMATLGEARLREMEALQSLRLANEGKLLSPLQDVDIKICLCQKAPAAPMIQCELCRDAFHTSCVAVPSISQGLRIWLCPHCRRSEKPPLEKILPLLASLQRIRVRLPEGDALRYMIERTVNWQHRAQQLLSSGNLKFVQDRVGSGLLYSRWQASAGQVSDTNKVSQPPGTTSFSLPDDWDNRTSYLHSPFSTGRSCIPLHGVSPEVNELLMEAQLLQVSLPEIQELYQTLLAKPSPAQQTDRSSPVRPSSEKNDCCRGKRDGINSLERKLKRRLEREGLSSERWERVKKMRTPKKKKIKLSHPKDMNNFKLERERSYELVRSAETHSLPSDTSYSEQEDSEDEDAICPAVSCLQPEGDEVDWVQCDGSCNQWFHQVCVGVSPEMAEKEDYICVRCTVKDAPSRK
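Compound dilutions met 200 nM (final) KDM5BΔAP for 10 min at room temperature before substrate addition. The substrate mix held 12.5 µM H3K4me3 with cofactors 25 µM α-ketoglutarate and 50 µM Fe²⁺. NADH signal gain over 30 min defined activity.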
* hit, by the source's call; i = inactive; u = inconclusive; & = joins results of further samples; [ ] = remark or other dose. Potency means the concentration at half of the fitted maximal effect. An excerpt, so the mix of outcomes need not match the whole.

KDM5B inh,smiles
-12%,COc1ccccc1C(=O)N1CCCC1c1noc(COc2ccc(F)cc2)n1 (centres undefined)
92%[activator][86.2 µM],Cn1ccnc1CNC(=O)C[C@@H]1C[C@H]2O[C@H](CN)[C@@H](O)[C@H]2O1
-16%,CCCN(CCC)C(=O)[C@@]12CCCC[C@H]1N(CCC(C)C)C(=O)CC2
u,Cc1c(Cl)c(C(=O)Nc2sc3c(c2C#N)CCC3)nn1C
-3%,O=c1[nH]c(=O)n(CCc2ccccc2)c2c1C(C(F)(F)F)(C(F)(F)F)N=C(c1ccco1)N2
15%,Cc1cc(C)n(CC(=O)N2CCCn3ccnc3C2c2cnn(C)c2)n1 (centres undefined)
-17%[86.2 µM],CN(C(=O)c1ccccc1F)C1CCc2ccccc21 (centres undefined)
u,Cc1ccccc1Nc1cc(C(=O)NC2CCCC2)c2ccccc2n1
u,CC(=O)N1CCC([C@@H]2CN(C3CCN(CC(C)C)CC3)C[C@H]2CO)CC1
22%,COc1cc(-n2c(=O)c3ccccc3n(CC(=O)c3ccccc3)c2=O)cc(OC)c1OC
u,COc1ccc(-c2nnc(SCC(=O)NCc3ccc(C)cc3)nc2-c2ccc(OC)c(OC)c2)cc1OC
-4%,CCCS(=O)(=O)c1nc(S(=O)(=O)c2ccc(C)cc2)c(NC(C)CC)s1 (centres undefined)
2%,O=C1NC(C(=O)NCc2cccc(F)c2)Cn2cccc21 (centres undefined)
-29%[86.2 µM],C#CCNC(=O)C[C@@H]1O[C@H](CNC(=O)c2ccco2)[C@@H](O)[C@H]1O
-3%,O=C(CSc1nc2cc(Cl)c(Cl)cc2[nH]1)c1ccc2c(c1)OCO2
-25%,Cc1ccc(Cl)cc1N1CCN(C(=O)c2cc(S(=O)(=O)N3CCC(C)CC3)cn2C)CC1
-1%,O=C(C1COc2cc(S(=O)(=O)NCc3ccc(Cl)cc3)ccc2O1)N1CCOCC1 (centres undefined)
31%,Cc1ccc(C)c(NC(=O)CCl)c1
-13%,CN(CC1CCOC1)C(=O)Nc1cc(F)ccc1F (centres undefined)
25%,Cc1nn(CC(=O)Nc2ccccc2)c(C)c1S(=O)(=O)N1CCC(C)CC1
35%,Cc1ccccc1C(=O)Nc1cccc(NC(=O)c2cccnc2)c1
u,COCCCNC(=O)c1ccc(-n2c(-c3ccccc3)cc3c2CCCC3)cc1
-10%,COc1nc2ccccc2cc1-c1noc(-c2cccs2)n1
15%,CSc1ccccc1C(=O)OC(C)C(=O)c1ccc(C(C)(C)C)cc1 (centres undefined)
-19%,CO[C@@H]1COCC[C@H]1NC(=O)c1ccc(CSc2ccccn2)cc1
14%,Cc1ccc(NC(=O)CSCC(=O)NNC(=O)c2nn(C)c(=O)c3ccccc23)cc1
-12%,CCn1nc(C(=O)NCc2cccc(OC)c2)c2ccccc2c1=O
1%,CCc1ccccc1NC(=O)CSC1=C(C#N)C2(CCC(C(C)(C)C)CC2)C(C#N)C(=O)N1 (centres undefined)
4%,COc1ccc(C2(C(=O)N3c4ccccc4CC3c3noc(C4CCOCC4)n3)CC2)cc1 (centres undefined)
-28%,Cc1ccc(NC(CC(=O)c2ccccc2)C(=O)O)cc1Cl (centres undefined)

Some of these compounds in order of SMILES length, smallest number first.
KDM5B inh,smiles
31%,Cc1ccc(C)c(NC(=O)CCl)c1
-13%,CN(CC1CCOC1)C(=O)Nc1cc(F)ccc1F (centres undefined)
-17%[86.2 µM],CN(C(=O)c1ccccc1F)C1CCc2ccccc21 (centres undefined)
-10%,COc1nc2ccccc2cc1-c1noc(-c2cccs2)n1
-28%,Cc1ccc(NC(CC(=O)c2ccccc2)C(=O)O)cc1Cl (centres undefined)
-12%,CCn1nc(C(=O)NCc2cccc(OC)c2)c2ccccc2c1=O
-12%,COc1ccccc1C(=O)N1CCCC1c1noc(COc2ccc(F)cc2)n1 (centres undefined)
-3%,O=C(CSc1nc2cc(Cl)c(Cl)cc2[nH]1)c1ccc2c(c1)OCO2
25%,Cc1nn(CC(=O)Nc2ccccc2)c(C)c1S(=O)(=O)N1CCC(C)CC1
-16%,CCCN(CCC)C(=O)[C@@]12CCCC[C@H]1N(CCC(C)C)C(=O)CC2
-4%,CCCS(=O)(=O)c1nc(S(=O)(=O)c2ccc(C)cc2)c(NC(C)CC)s1 (centres undefined)
-1%,O=C(C1COc2cc(S(=O)(=O)NCc3ccc(Cl)cc3)ccc2O1)N1CCOCC1 (centres undefined)
14%,Cc1ccc(NC(=O)CSCC(=O)NNC(=O)c2nn(C)c(=O)c3ccccc23)cc1
22%,COc1cc(-n2c(=O)c3ccccc3n(CC(=O)c3ccccc3)c2=O)cc(OC)c1OC
-29%[86.2 µM],C#CCNC(=O)C[C@@H]1O[C@H](CNC(=O)c2ccco2)[C@@H](O)[C@H]1O
92%[activator][86.2 µM],Cn1ccnc1CNC(=O)C[C@@H]1C[C@H]2O[C@H](CN)[C@@H](O)[C@H]2O1
1%,CCc1ccccc1NC(=O)CSC1=C(C#N)C2(CCC(C(C)(C)C)CC2)C(C#N)C(=O)N1 (centres undefined)

Remaining list, next part
KDM5B inh,smiles
-12%,O=C(Cn1cc(C(=O)c2ccccc2)c2ccccc21)NCc1ccccc1
1%,Cc1noc([C@@H]2CN(Cc3cc(F)ccc3F)C[C@H]2CO)n1
22%,CCCC1=C(C(=O)OCC)C(c2ccccc2Cl)NC(=O)N1CC (centres undefined)
-21%,CCSc1nc2c(c(=O)[nH]c(=O)n2C)n1Cc1ccccc1Cl
-11%,CCOc1ccccc1NC(=O)C1CCN(S(=O)(=O)c2cccc3nonc23)CC1
u,CCN1c2cc(C(=O)Nc3ccc(Br)cc3)ccc2C(=O)N2CCCCCC21 (centres undefined)
u,CCOCCN1CCN(C2c3ccccc3CSc3ccccc32)CC1 (centres undefined)
12%,O=C1Nc2ccccc2NC12CCN(Cc1c(F)cccc1Cl)CC2
2%,COc1ccc(S(=O)(=O)Nc2nc3ccccc3nc2Nc2cccc(OC)c2)cc1
-2%,Cc1nn(-c2ccccc2)nc1CNS(C)(=O)=O
-1%,Brc1ccc(CNCCCn2ccnc2)cc1
-22%,O=C(CC[C@H]1NC(=O)c2ccccc2NC1=O)Nc1nc(-c2cccnc2)cs1
-2%,COc1ccc(/C=C/CN2CCC(Oc3ccc(C(=O)N4CCCCC4)cc3)CC2)cc1
5%,CNC(=O)c1ccc(NS(=O)(=O)c2cc(C(C)(C)C)ccc2C)cc1
-30%,CC(=O)N1CCN(c2nc3c(s2)CC(C(=O)NC2CCCCC2)CC3)CC1 (centres undefined)
u,CCOP(=O)(OCC)c1nc(-c2ccccc2)oc1NCc1ccco1
14%,C=CCn1c(SCC(N)=O)nc2c1c(=O)n(C)c(=O)n2C
u,Cc1ccc(S(=O)(=O)c2nc(-c3ccco3)oc2SCc2ccc(F)cc2)cc1
-2%,COC(=O)C(CCSC)NC(=O)Cn1ncc2c([nH]c3ccccc32)c1=O (centres undefined)
1%,CCc1cccc2c(C(=O)O)cc(-c3cc(C)ccc3C)nc12
13%,CCS(=O)(=O)N1CCC(n2c(C)cnc2C2CC2)CC1
10%,Cc1cc(Cl)ccc1OC(C)C(=O)Oc1ccc(-c2ccc(C#N)cc2)cc1 (centres undefined)
u,CN(Cc1ccc(-n2cccn2)cc1)CC1CCN(CCc2ccc(F)cc2)CC1
-23%,CN(C)[C@@H]1CN(C(=O)c2ccc(C#N)cc2)CC[C@]1(O)c1ccccc1
-3%,CN1CCN(C2(CNC(=O)c3ccc(C(C)(C)C)cc3)CCCCC2)CC1
7%,COCCc1nncn1C1CCN(C(=O)c2cccc(OC(F)(F)F)c2)CC1
31%,COc1ccc(OCCCC(=O)OC(C)C(=O)Nc2cccc(C(C)=O)c2)cc1 (centres undefined)
10%,O=S(=O)(Cc1ccc(F)cc1Cl)CC(O)c1ccccc1 (centres undefined)
u,CCC(C(=O)NCCc1cc(OC)ccc1OC)n1nc(C)c2sc3ccccc3c2c1=O (centres undefined)
0%[149 µM],COc1ccc(CN2CCCC23Cc2ccccc2CNC3=O)cn1 (centres undefined)

Looked up above:
`COc1ccc(OCCCC(=O)OC(C)C(=O)Nc2cccc(C(C)=O)c2)cc1` (centres undefined) in KDM5B inh shows 31%
`COC(=O)C(CCSC)NC(=O)Cn1ncc2c([nH]c3ccccc32)c1=O` (centres undefined) in KDM5B inh shows -2%

Next results follow:
KDM5B inh,smiles
u,Cc1ccc(-n2c3nc(=O)[nH]c(=O)c-3cc3c(Cl)cccc32)cc1
9%,Cc1ccc(NC(=O)c2cc3c(s2)CCCCC3)c(C)c1
3%,Cc1cc(C)cc(NC(=O)CCc2ncc(-c3ccc(F)cc3F)o2)c1
7%,CCC(=O)N1CCc2cc(Br)c(S(=O)(=O)CCC(=O)NCCC(C)C)cc21
-29%,COC(=O)CCCc1c(-c2ccccn2)[nH]c2ccccc12
-4%,CCCC(=O)N1CCN(CCNc2cc(=O)oc3ccccc23)CC1
-6%,O=C(Oc1ccc(OCc2ccccc2)cc1)c1cnc2ccccc2n1
22%,O=C(c1cc(S(=O)(=O)N2CCOCC2)c(Cl)cc1Cl)N1CCCCC1CO (centres undefined)
u,Cc1ccc(OCCCCn2cnc3ccccc32)cc1
-15%,O=C(CCc1nc(C2CCCN2C(=O)c2ccccc2)no1)Nc1ccc(F)cc1F (centres undefined)
-19%[115 µM],Cc1ccc(S(=O)(=O)c2nnn3c2nc(NCCCOC(C)C)c2ccccc23)cc1
5%,CC(=O)Nc1ccc(S(=O)(=O)N2CCN(c3ccccc3)CC2)cc1
-28%,CNC(=O)[C@@H]1C[C@@H](n2cc(CNC(=O)c3cccc(OC)c3)nn2)CN1
8%,CCSCCNc1nc(COC)nc2c1cnn2C
9%,COCCNC(=O)[C@@H](C)C1CC[C@@]2(C)Cc3sc(NC(=O)CN(C)C)nc3[C@@H](C)[C@@H]2[C@H]1O (some centres undefined)
-12%,O=C(COc1ccccc1)NNC(=O)c1ccc(Cl)cc1
-3%,O=C(c1ccccc1Cl)N1CCc2nc(-c3ccccc3)nc(-c3ccc(Cl)cc3)c2C1
-1%,O=C(NCc1ccc(Cl)cc1)C(=O)c1cn(CC(=O)N2CCOCC2)c2ccccc12
-2%,FC(F)(F)c1cccc(-c2noc(-c3ccc(Br)cc3)n2)c1
-12%,Cc1cc(C(F)(F)F)nc(CCNC(=O)c2ccc3ncccc3c2)n1
32µM*,COc1ccc(-c2cc(C(=O)NCCc3cnc[nH]3)c3c(c2)N(C)CCO3)cc1OC
u,CC(C)CCNC(=O)CCCN1C(=O)C(c2ccccc2)Oc2cccnc21 (centres undefined)
13%,CCc1sc(C(=O)OCc2ccccc2C#N)cc1C
-20%,Cc1cc(C)cc(NC(=O)CSc2oc(-c3cccs3)nc2S(=O)(=O)c2ccc(Br)cc2)c1
-10%,Cc1ccc(-n2nc(C(=O)Nc3ccc(Cl)cn3)c3c4ccccc4n(C)c3c2=O)cc1
i,C=CCNC(=O)c1ccn2nccc2c1
8%,CCOC(=O)c1sc(NC(=O)CCSc2ccc(Cl)cc2)nc1C
2%,Cc1cc2nc3n(c(=O)c2n1CC(=O)N1CCc2ccccc21)CCCCC3
u,O=C(O)CN1C2=C(C(=O)CCC2)C(c2ccc(Cl)cc2)C2=C1CCCC2=O
-8%,CC1(CCc2ccccc2)NC(=O)N(NC(=O)CCc2c[nH]c3ccccc23)C1=O (centres undefined)
-4%,CCCNC(=O)CCc1c(C)nc2nc(CNC(=O)c3ccccc3)nn2c1C
u,COC[C@H]1NC(=O)CC[C@H]1C(=O)N1CCN(c2cccc(C)c2)CC1
-16%,CCOC(=O)CCn1nc(C)c2c(C)n(-c3ccccc3)nc2c1=O
35µM*,CN1CCC2(C1)CN(Cc1ccccc1)c1ccc(C(=O)NCc3cccs3)cc12 (centres undefined)
-24%,CCCCCSc1nnc2c(n1)OC(CC)Nc1ccc(Br)cc1-2 (centres undefined)
-17%,Cn1nccc1-c1cc(Cl)cc(Cl)c1O
18%&-6%,Cc1cc(C)cc(-n2ccn(CC(=O)NCCc3ccccc3)c(=O)c2=O)c1
u,COc1ccc(OC)c(NC(=O)Cn2c(=O)n(-c3cccc(C)c3)c(=O)c3c2c2cc(C)ccc2n3C)c1
u,COC(=O)c1cccc(Nc2c(-c3cc(Br)ccc3O)nc3nc[nH]n23)c1
17%,CN(C)S(=O)(=O)N1CCC(Oc2ccc(C(=O)N3C[C@H]4CC[C@H]3C4)cc2)CC1
13%,COC(=O)CCC(C)C1CCC2C3CCC4C[C@H](OC(=O)c5ccccc5)CCC4(C)C3CC(=O)C12C (some centres undefined)
23%,O=C(NCc1cccnc1)[C@@H]1C[C@@H](O)CN1C1CCN(C(=O)c2ccccc2F)CC1
7%,C/C(=C\C(=O)O)C(=O)Nc1cccc(C(F)(F)F)c1
29%,CCOc1ccc(S(=O)(=O)NCc2ccco2)cc1
-7%,Cc1nn(CC(=O)NCc2ccc(N(C)C)cc2)c(=O)c2nn(-c3ccccc3)c(C)c12
8%,COc1cccc(N2CCN(Cc3nc(N)nc(Nc4ccccc4C)n3)CC2)c1
u,Cc1ccc(NC(=O)c2c(NC(=O)c3ccccc3Cl)sc3c2CCC3)cc1
u,COc1ccc2c(-c3ccccc3)cc(SCC(=O)N(C)C)nc2c1
-11%,CCCc1cc(=O)oc2c(C)c(OCC(=O)NCCCN3CCOCC3)ccc12
-2%,CCCC(=O)NC1CC(=O)N(c2ccc3c(c2)OCCO3)C1 (centres undefined)
13%,CCc1ccc(C(=O)N2CCC(Oc3ncccc3C(=O)N(C)C)C2)cc1 (centres undefined)
-5%,COC(=O)CC1c2cc(OC)c(OC)cc2CCN1C(=O)Nc1ccc(C)cc1Cl (centres undefined)
-14%,O=C(Cc1cccc(Cl)c1)N1CCC(c2nn(-c3ccc(F)cc3)c(=O)[nH]2)CC1
18%[115 µM],COc1cccc(N2C(=O)NC(=NC3CCCCC3)C23CCN(C(=O)c2ccccc2OC)C3)c1 (centres undefined)

Source: PubChem (National Center for Advancing Translational Sciences (NCATS))
